Cardiac RTF inh: cardiac RTF calcium sensitivity inhibitors, primary screen, biochemical, IANBD-TnC fluorescence, EC70 calcium; AID 493244, 2011; 340,000 compounds, 0.12% hits; Troponin I, cardiac muscle (Homo sapiens) + Troponin T, cardiac muscle (Homo sapiens) + …; IANBD-labeled cardiac RTF, Ca2+ fluorescence; inhibition, % at 7.15 µM;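 active means inhibition above the mean inhibition of all tested compounds plus 3 SD, cut at about 17% in these data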;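 further: assay run at fixed EC70 calcium of 1.6 mM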
CAL PDZ FP-1: untagged CAL PDZ binding inhibitors, primary screen, biochemical, fluorescence polarization, HTS | purified CAL PDZ, TMR-peptide fluorescence polarization, 1 h | 300,000 compounds, 0.92% hits | AID 602252, 2012 | inhibition, % at 24.9 µM | Golgi-associated PDZ and coiled-coil motif-containing protein (Homo sapiens), Q9HD26;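 active means mean inhibition of at least 30% with at least half of replicates also reaching 30%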;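 further: 0% = DMSO neutral control and 100% = excess unlabeled competitor peptide PRC23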
DAGLB inh: DAGLB lipase inhibitors, primary screen, biochemical, fluorescence, HTS; Diacylglycerol lipase-beta (Homo sapiens), Q8NCG7; HEK293T DAGLB membrane lysate, EnzChek fluorogenic substrate; inhibition, % at 5.17 µM; 340,000 compounds, 0.059% hits; AID 504411, 2011; in the data active means inhibition above about 34%;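 further: 0% = enzyme with vehicle and 100% = wells lacking enzyme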
Target sequence (Q8NCG7 whole entry, looked up): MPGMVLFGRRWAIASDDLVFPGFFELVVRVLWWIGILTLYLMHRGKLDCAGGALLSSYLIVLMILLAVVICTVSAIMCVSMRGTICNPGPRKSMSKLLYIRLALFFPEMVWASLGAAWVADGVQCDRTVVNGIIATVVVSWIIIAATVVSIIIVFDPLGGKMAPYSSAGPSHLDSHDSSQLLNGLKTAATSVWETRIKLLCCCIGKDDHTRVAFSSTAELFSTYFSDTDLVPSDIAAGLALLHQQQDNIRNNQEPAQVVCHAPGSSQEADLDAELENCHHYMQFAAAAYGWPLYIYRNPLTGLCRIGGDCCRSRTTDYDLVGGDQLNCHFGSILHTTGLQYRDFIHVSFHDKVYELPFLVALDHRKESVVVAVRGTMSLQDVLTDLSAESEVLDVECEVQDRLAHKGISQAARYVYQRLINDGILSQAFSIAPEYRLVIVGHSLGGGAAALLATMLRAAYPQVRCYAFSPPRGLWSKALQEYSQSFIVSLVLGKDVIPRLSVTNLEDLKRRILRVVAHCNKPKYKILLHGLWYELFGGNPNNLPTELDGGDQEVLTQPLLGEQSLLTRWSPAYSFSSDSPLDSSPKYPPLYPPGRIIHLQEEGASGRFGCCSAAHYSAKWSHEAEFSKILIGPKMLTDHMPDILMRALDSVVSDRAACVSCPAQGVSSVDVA
Keap1 Nrf2 FP: Keap1-Nrf2 protein-protein interaction inhibitors, primary screen, biochemical, fluorescence polarization, single point; inhibition, % at 9.4 µM; AID 504523, 2011; Kelch-like ECH-associated protein 1 (Homo sapiens), Q14145; 340,000 compounds, 0.15% hits; Keap1 Kelch-Nrf2 peptide fluorescence polarization, 1536-well; in the data active means inhibition above about 12%;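 further: human Keap1 Kelch domain with fluorescein labeled Nrf2 9mer peptide probe; 0% = neutral control wells and 100% = peptide positive control; higher means more block of Keap1 binding to Nrf2 peptide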
LANA DNA inh: inhibitors of KSHV C-LANA binding to DNA, primary screen, biochemical, fluorescence polarization, FAM-LBS DNA, MBP-C-LANA, single point; 340,000 compounds, 0.078% hits; inhibition, % at 9 µM;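 active means highest replicate inhibition at or above 60% at 9 µM, even if other replicates fall short; inactive means all replicates below 60% inhibition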;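 further: 0% = neutral control wells and 100% = 4 µM acridine orange control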
SR-BI uptake up: activators of SR-BI mediated DiI-HDL uptake, primary screen, ldlA[mSR-BI] CHO cells, DiI fluorescence | 3 h; 100 = double the neutral-control signal | activation, % at 12.5 µM | 320,000 compounds, 0.096% hits;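 active means mean replicate activation of at least 60% and every replicate at or above 60%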;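 further: 0% = median plate neutral-control signal and 100% = twice that signal; values of inactives mirror those of a sister screen read the other way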
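Test system: SR-BI-overexpressing, LDLR-lacking CHO cells. Measured by: DiI fluorescence, bottom read. Medium: Ham's F12 with 0.5% BSA, HEPES 25 mM, pH 7.4. Timing: 3 h uptake period with compound, 37 °C.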
PKA-R2B act: activators of PKA-R2B holoenzyme, primary screen, biochemical, fluorescence polarization, Cy5-IP20, human; cAMP-dependent protein kinase catalytic subunit beta (Homo sapiens) + cAMP-dependent …; PKA-R2B holoenzyme dissociation; R2B truncated from residue 108, S112A mutant; 0% DMSO only, 100% 113 µM cGMP; activation, % at 11.4 µM; 340,000 compounds, 0.079% hits;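 active means activation above a cutoff set at the mean over all compounds plus 3 SD, cut at about 18% in these data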;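 further: higher means more holoenzyme dissociation and a rise in polarization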
RTF Ca sens act: cardiac RTF calcium sensitivity activators, primary screen, biochemical, IANBD-TnC fluorescence, EC20 calcium; Troponin I, cardiac muscle (Homo sapiens) + Troponin T, cardiac muscle (Homo sapiens) + …; 340,000 compounds, 0.24% hits; activation, % at 7.2 µM; AID 493008, 2010; IANBD-labeled TnC RTF fluorescence at EC20 calcium; 0% EC20 calcium, 100% full calcium;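 active means activation above the mean over all tested compounds plus 3 SD, cut at about 30% in these data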;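 further: rise in fluorescence read as greater calcium sensitivity of cardiac thin filaments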
Rtt109 HAT inh: inhibitors of C. albicans Rtt109/Vps75 HAT, primary screen, biochemical, ThioGlo CoA-SH fluorescence, plate reader. purified Rtt109/Vps75, 4 h. inhibition, % at 34.9 µM. AID 540336, 2011. Histone acetyltransferase RTT109 (Candida albicans (strain SC5314 / ATCC MYA-2876)), …. 330,000 compounds, 0.16% hits;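 active means inhibition of at least 50% in every replicate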
Target sequence (Q5AAJ8 whole entry, looked up): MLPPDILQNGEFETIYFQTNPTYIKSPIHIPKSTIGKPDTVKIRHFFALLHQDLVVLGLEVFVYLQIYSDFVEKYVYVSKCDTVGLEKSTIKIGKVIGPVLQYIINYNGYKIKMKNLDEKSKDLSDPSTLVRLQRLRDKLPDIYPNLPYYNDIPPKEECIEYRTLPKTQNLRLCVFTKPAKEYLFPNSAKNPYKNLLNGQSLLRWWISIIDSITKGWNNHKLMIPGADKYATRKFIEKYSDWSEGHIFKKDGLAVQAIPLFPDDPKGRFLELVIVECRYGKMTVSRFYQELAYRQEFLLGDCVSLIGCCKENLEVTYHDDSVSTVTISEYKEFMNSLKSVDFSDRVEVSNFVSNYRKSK
CAL PDZ FP-2: CAL PDZ peptide-binding inhibitors, primary screen, biochemical, fluorescence polarization, Cer-tagged CAL PDZ, HTS. inhibition, % at 20 µM. 330,000 compounds, 0.02% hits. Golgi-associated PDZ and coiled-coil motif-containing protein (Homo sapiens), Q9HD26. purified CAL PDZ, TMR-peptide fluorescence polarization, 1 h. AID 504414, 2011;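 active means highest replicate inhibition of at least 40%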;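 further: plate controls were DMSO neutral control wells for no effect and unlabeled competitor peptide control wells for full effect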
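Test system: tagged CAL PDZ domain / Buffer or medium: sodium phosphate/NaCl buffer pH 7.4 with TCEP, IgG, Thesit / Reagent: TMR-labelled reporter peptide T*-PRC34 bound in PDZ groove / Compound dosing: single point, 20 µM / Schedule: 1 h incubation at room temperature before polarization reading / Technique: fluorescence polarization (mP) / Benchmarks: unlabelled peptide, DMSO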
* = called active by the depositor.

C=CC[C@H](CC(=O)OC(C)(C)C)C(=O)OC[C@H]1CCCN1C(=O)[C@H](CC=C)CC(=O)NCCO was read as Cardiac RTF inh 1, CAL PDZ FP-1 0, DAGLB inh 0, Keap1 Nrf2 FP -7, LANA DNA inh 1.1, SR-BI uptake up -7, PKA-R2B act 1, RTF Ca sens act -1, Rtt109 HAT inh 1 and CAL PDZ FP-2 0.8.
Screening CCCNC(=O)c1ccc(COc2ccc(Cl)cc2)o1 returned Cardiac RTF inh 2, CAL PDZ FP-1 -7, DAGLB inh -1, Keap1 Nrf2 FP 0, LANA DNA inh 0.0, SR-BI uptake up 2, PKA-R2B act -1, RTF Ca sens act 0, Rtt109 HAT inh 4 and CAL PDZ FP-2 -0.7.
COc1ccc(C)cc1N(CC(=O)N/N=C/c1ccccc1C(=O)O)S(=O)(=O)c1ccccc1 was read as Cardiac RTF inh 5, CAL PDZ FP-1 -2, DAGLB inh 3, Keap1 Nrf2 FP 0, LANA DNA inh 1.9, SR-BI uptake up 25, PKA-R2B act 3, RTF Ca sens act -8, Rtt109 HAT inh 33 and CAL PDZ FP-2 -2.9.
Screening CN(C)/C=C1\C(=O)N(c2ccc(Cl)cc2)CS1(=O)=O returned Cardiac RTF inh -6, DAGLB inh 3, Keap1 Nrf2 FP 2, LANA DNA inh 0.7, SR-BI uptake up 8, PKA-R2B act -2, RTF Ca sens act 2, Rtt109 HAT inh 2 and CAL PDZ FP-2 -0.6.
O=C(Oc1ccc(F)cc1C(=O)/C=C/c1cccs1)c1cccc([N+](=O)[O-])c1 was read as Cardiac RTF inh 11, CAL PDZ FP-1 -5, DAGLB inh 2, Keap1 Nrf2 FP -1, LANA DNA inh 1.1, SR-BI uptake up -10, PKA-R2B act -4, RTF Ca sens act 9, Rtt109 HAT inh 3 and CAL PDZ FP-2 -4.2.
CCN(CC)c1ccc(C(=O)OCC(=O)Nc2ccc3[nH]c(=O)[nH]c3c2)cc1 was read as Cardiac RTF inh -8, CAL PDZ FP-1 10, DAGLB inh 3, Keap1 Nrf2 FP -2, LANA DNA inh -0.7, SR-BI uptake up -3, PKA-R2B act -5, RTF Ca sens act -4, Rtt109 HAT inh -2 and CAL PDZ FP-2 -0.4.
Screening O=C(NCC1CCCO1)c1cc(-c2ccccc2F)no1 (stereo not given) returned Cardiac RTF inh -3, CAL PDZ FP-1 -5, DAGLB inh -2, Keap1 Nrf2 FP -4, LANA DNA inh 0.2, SR-BI uptake up 13, PKA-R2B act -6, RTF Ca sens act 3, Rtt109 HAT inh 0 and CAL PDZ FP-2 -2.0.
For CCOC(=O)c1c(-c2cccs2)csc1NC(=O)CN1CCOCC1 the results were Cardiac RTF inh -11, CAL PDZ FP-1 -5, DAGLB inh -9, Keap1 Nrf2 FP -3, LANA DNA inh 0.6, SR-BI uptake up 5, PKA-R2B act -7, RTF Ca sens act 3, Rtt109 HAT inh 0 and CAL PDZ FP-2 -0.8.
Cc1nc(C)n(C(C)CNC(=O)c2cccc(Br)c2)n1 (stereo not given) was read as Cardiac RTF inh -2, CAL PDZ FP-1 -6, DAGLB inh -1, Keap1 Nrf2 FP 2, LANA DNA inh 0.0, SR-BI uptake up 27, PKA-R2B act -3, RTF Ca sens act -6, Rtt109 HAT inh 3 and CAL PDZ FP-2 0.4.
`COc1ccc(C=O)cc1Cn1c(C)cc(C)c(C#N)c1=O` gave Cardiac RTF inh -3, CAL PDZ FP-1 -1, DAGLB inh -4, Keap1 Nrf2 FP 0, LANA DNA inh -0.8, SR-BI uptake up -22, PKA-R2B act 0, RTF Ca sens act 4, Rtt109 HAT inh -15 and CAL PDZ FP-2 -0.6.

Fetched by compound from the entries so far (2):
Screening CCCNC(=O)c1ccc(COc2ccc(Cl)cc2)o1 returned Cardiac RTF inh 2, CAL PDZ FP-1 -7, DAGLB inh -1, Keap1 Nrf2 FP 0, LANA DNA inh 0.0, SR-BI uptake up 2, PKA-R2B act -1, RTF Ca sens act 0, Rtt109 HAT inh 4 and CAL PDZ FP-2 -0.7.
O=C(Oc1ccc(F)cc1C(=O)/C=C/c1cccs1)c1cccc([N+](=O)[O-])c1 was read as Cardiac RTF inh 11, CAL PDZ FP-1 -5, DAGLB inh 2, Keap1 Nrf2 FP -1, LANA DNA inh 1.1, SR-BI uptake up -10, PKA-R2B act -4, RTF Ca sens act 9, Rtt109 HAT inh 3 and CAL PDZ FP-2 -4.2.

Next results.
Screening O=C(N/N=C/c1cccc([N+](=O)[O-])c1)c1ccc(COc2ccccc2-c2ccccc2)cc1 returned Cardiac RTF inh -5, CAL PDZ FP-1 -4, DAGLB inh -14, Keap1 Nrf2 FP -7, LANA DNA inh 0.1, SR-BI uptake up -74, PKA-R2B act -2, RTF Ca sens act 3, Rtt109 HAT inh -3 and CAL PDZ FP-2 -0.4.
For CSc1nc(C)c(C(=O)C[n+]2ccccc2)cc1C#N the results were Cardiac RTF inh 3, CAL PDZ FP-1 -1, DAGLB inh 1, Keap1 Nrf2 FP -1, LANA DNA inh -0.5, SR-BI uptake up 4, PKA-R2B act -6, RTF Ca sens act -5, Rtt109 HAT inh 5 and CAL PDZ FP-2 0.2.
Cc1ccc(S(=O)(=O)N2CCCCCC2)cc1C(=O)NCc1ccccn1 was read as Cardiac RTF inh -1, CAL PDZ FP-1 -7, DAGLB inh -2, Keap1 Nrf2 FP -4, LANA DNA inh 0.7, SR-BI uptake up 6, PKA-R2B act 7, RTF Ca sens act 3, Rtt109 HAT inh 8 and CAL PDZ FP-2 -3.3.
For COc1ccc(OCC(=O)N2CCC3(CC2)CC(=O)c2ccccc2O3)cc1 the results were Cardiac RTF inh -5, CAL PDZ FP-1 -4, DAGLB inh -3, Keap1 Nrf2 FP -5, LANA DNA inh -2.0, SR-BI uptake up -12, PKA-R2B act 8, RTF Ca sens act -4, Rtt109 HAT inh 1 and CAL PDZ FP-2 -1.1.
COc1ccc(S(=O)(=O)Cc2ccc(C(=O)NCc3ccc(C)cc3)o2)cc1 was read as Cardiac RTF inh -9, CAL PDZ FP-1 -1, DAGLB inh -1, Keap1 Nrf2 FP 0, LANA DNA inh -0.2, SR-BI uptake up 12, PKA-R2B act 13, RTF Ca sens act 2, Rtt109 HAT inh 10 and CAL PDZ FP-2 -0.8.
Screening CCOC(=O)c1c(NC(=O)N/N=C/c2ccccc2OCC)sc(C(C)=O)c1C returned Cardiac RTF inh -11, CAL PDZ FP-1 0, DAGLB inh -6, Keap1 Nrf2 FP -4, LANA DNA inh -1.5, SR-BI uptake up -23, PKA-R2B act 2, RTF Ca sens act -8 and CAL PDZ FP-2 -2.9.
`COc1ccccc1/C=C/C(=O)OCC(=O)Nc1ccc2c(c1)OCCO2` gave Cardiac RTF inh -16, CAL PDZ FP-1 -4, DAGLB inh -6, Keap1 Nrf2 FP -5, LANA DNA inh 0.8, SR-BI uptake up 4, PKA-R2B act 3, RTF Ca sens act -3, Rtt109 HAT inh 4 and CAL PDZ FP-2 -1.8.
For C(=NN=C1c2ccccc2-c2ccccc21)c1c[nH]c2ccccc12 the results were Cardiac RTF inh 3, CAL PDZ FP-1 5, DAGLB inh 5, Keap1 Nrf2 FP -1, LANA DNA inh 3.7, SR-BI uptake up -49, PKA-R2B act 2, RTF Ca sens act 1, Rtt109 HAT inh -2 and CAL PDZ FP-2 -0.5.
For Nc1nc(SCCO)[nH]c(=O)c1NC(=O)c1ccccc1F the results were Cardiac RTF inh -20, CAL PDZ FP-1 0, DAGLB inh -2, Keap1 Nrf2 FP -2, LANA DNA inh 0.5, SR-BI uptake up 6, PKA-R2B act -18, RTF Ca sens act -1, Rtt109 HAT inh -14 and CAL PDZ FP-2 -1.8.
CCc1nnc(NC(=O)c2ccc(S(=O)(=O)N3CCCC(C)C3)cc2)s1 (stereo not given) was read as Cardiac RTF inh -3, CAL PDZ FP-1 9, DAGLB inh 1, Keap1 Nrf2 FP -7, LANA DNA inh -0.8, SR-BI uptake up -7, PKA-R2B act -5, RTF Ca sens act 2, Rtt109 HAT inh -10 and CAL PDZ FP-2 -4.6.
`Cc1ccc(S(=O)(=O)NNC(=O)C(O)(c2ccccc2C)c2ccccc2C)cc1` gave Cardiac RTF inh 4, CAL PDZ FP-1 -2, DAGLB inh 6, Keap1 Nrf2 FP -3, LANA DNA inh 0.0, SR-BI uptake up 24, PKA-R2B act -16, RTF Ca sens act -4, Rtt109 HAT inh 17 and CAL PDZ FP-2 -2.9.
CC(C)(C)NS(=O)(=O)c1ccc(CCC(=O)NCc2cccnc2)cc1 was read as Cardiac RTF inh -3, CAL PDZ FP-1 -4, DAGLB inh 0, Keap1 Nrf2 FP -8, LANA DNA inh 0.2, SR-BI uptake up -20, PKA-R2B act -13, RTF Ca sens act 5 and CAL PDZ FP-2 -2.5.
Screening CCN(c1cccc(C)c1)S(=O)(=O)c1ccc2c(c1)NC(=O)CS2 returned Cardiac RTF inh 6, DAGLB inh -2, Keap1 Nrf2 FP -2, LANA DNA inh 0.6, SR-BI uptake up 30, PKA-R2B act 1, RTF Ca sens act -3, Rtt109 HAT inh 9 and CAL PDZ FP-2 -1.3.

2 consecutive entries already listed, for reference:
`COc1ccccc1/C=C/C(=O)OCC(=O)Nc1ccc2c(c1)OCCO2` gave Cardiac RTF inh -16, CAL PDZ FP-1 -4, DAGLB inh -6, Keap1 Nrf2 FP -5, LANA DNA inh 0.8, SR-BI uptake up 4, PKA-R2B act 3, RTF Ca sens act -3, Rtt109 HAT inh 4 and CAL PDZ FP-2 -1.8.
For C(=NN=C1c2ccccc2-c2ccccc21)c1c[nH]c2ccccc12 the results were Cardiac RTF inh 3, CAL PDZ FP-1 5, DAGLB inh 5, Keap1 Nrf2 FP -1, LANA DNA inh 3.7, SR-BI uptake up -49, PKA-R2B act 2, RTF Ca sens act 1, Rtt109 HAT inh -2 and CAL PDZ FP-2 -0.5.

Assay outcomes (PubChem)

This is a random part of the collection; about 1.6% have a hit in one of these screens.
